HCV inhibitor: blocks hepatitis C virus; Huh7.5.1 HCVcc-Cre infection, luciferase reporter, 44 h; Potency, µM (highest dose often 41.8 µM), without a hit: at the top dose activity change, negative = inhibition, most hits filed as inhibitors; 340,000 compounds, 3.4% hits
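Infectious HCV cell culture screen: compound-treated cells (1,000/well, pre-plated 4 h) are infected with HCVcc-Cre at roughly 0.5 moi and grown 44 h. Infection is quantified by luciferase signal after 15 min substrate incubation at room temperature.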
LmPK inh: inhibitors of Leishmania mexicana pyruvate kinase | Q27686 | purified LmPK, Kinase-Glo ATP luminescence, 1 h | Potency, µM (highest dose often 57.5 µM), without a hit: at the top dose activity change, negative = inhibition, usual class: inhibitors | 290,000 compounds, 0.37% hits | AID 1721
Target sequence (Q27686 whole entry, looked up): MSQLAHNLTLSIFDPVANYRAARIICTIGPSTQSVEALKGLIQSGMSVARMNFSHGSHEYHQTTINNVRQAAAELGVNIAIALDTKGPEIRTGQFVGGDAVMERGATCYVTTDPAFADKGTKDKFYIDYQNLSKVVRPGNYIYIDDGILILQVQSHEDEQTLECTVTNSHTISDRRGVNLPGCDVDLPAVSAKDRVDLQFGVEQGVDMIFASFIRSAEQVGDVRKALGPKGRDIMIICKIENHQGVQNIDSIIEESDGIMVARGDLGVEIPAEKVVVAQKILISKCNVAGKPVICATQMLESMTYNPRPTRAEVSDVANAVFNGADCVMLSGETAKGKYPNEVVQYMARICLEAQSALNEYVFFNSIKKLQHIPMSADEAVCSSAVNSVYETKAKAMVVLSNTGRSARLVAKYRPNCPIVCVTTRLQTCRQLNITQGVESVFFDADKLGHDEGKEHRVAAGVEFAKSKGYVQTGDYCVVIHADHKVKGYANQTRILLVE
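Pyruvate kinase activity monitored as ATP production (luciferase luminescence). Conditions: 0.1 nM enzyme, 0.5 mM PEP, 0.1 mM ADP, 1 h, RT; normalized against uninhibited and no-enzyme wells.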
Pf growth 48h: P. falciparum growth inhibition at 48 hours (one generation) | P. falciparum luciferase growth in erythrocytes, 48 h | 310,000 compounds, 5.9% hits | Potency, µM (doses to about 28.7 µM), for the others: top-dose activity change, negative = inhibition, actives largely listed as inhibitors | AID 504832
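First compound was added to culture medium, then infected red cells at 0.1% parasitemia and 2% hematocrit (final). After incubation at 37 C under 5% CO2, luciferase detection reagent was dispensed and light output recorded.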
Pf growth 96h: inhibits malaria parasite growth, 96 h. 320,000 compounds, 6.9% hits. P. falciparum luciferase reporter growth, 96 h. Potency, µM (top dose mostly 28.7 µM), for inactives: at the top dose activity change, negative = inhibition, most hits filed as inhibitors. AID 504834
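Cell-based qHTS: luciferase-tagged P. falciparum in erythrocytes (2% hematocrit, 0.05% parasitemia final) incubated with compounds for 96 hours, 37 C, 5% CO2; luciferase detection reagent then added and luminescence measured.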
Sm TGR inh: inhibitors of Schistosoma mansoni thioredoxin glutathione reductase; Q962Y6; purified TGR, DTNB reduction, TNB absorbance 405 nm; Potency, µM (highest dose often 114 µM), for inactives: at the highest dose activity change, negative = inhibition, most hits filed as inhibitors; 360,000 compounds, 3% hits; AID 485364; also: nearly all actives have a fitted effect of over 60% in size
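Kinetic colorimetric format: TGR-catalysed, NADPH-driven DTNB reduction monitored via TNB absorbance. Enzyme dispensed at 20 nM; compound exposure 15 min at room temperature before reaction start.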
Tb PYK inh: T. brucei pyruvate kinase inhibition; Q57TT1; TbPYK enzyme, Kinase-Glo Plus ATP luminescence, 45 min; Potency, µM (highest dose often 76.8 µM), for the others: at the top dose activity, negative = inhibition, usual class: inhibitors; 410,000 compounds, 0.12% hits; also: nearly all actives have a fitted effect of over 50% in size
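Activity of T. brucei pyruvate kinase was followed by Kinase-Glo Plus luminescence after the enzyme reacted 45 min at room temperature with 130 uM ADP (final) and substrate. Test compounds were added before ADP at multiple concentrations.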
Active calls of the source: *; ? = inconclusive; . = not tested or not shown; & = joins results of further samples; [ ] = another dose, or the depositor's remark. Calls follow the shape of the dose curve; as a rule, active = well fitted curve in the direction sought with a large enough effect; inconclusive = small, poorly fitted or top-dose-only effect, or another doubt; inactive = no such curve, though single readings can be large; an effect the other way counts as inactive or inconclusive. % is scaled to controls: 0 for no effect and ±100 for the full control effect; potency is read from the fitted curve at half-maximal effect. Not a hit list (roughly 16% active in at least one column).

SMILES	HCV inhibitor	LmPK inh	Pf growth 48h	Pf growth 96h	Sm TGR inh	Tb PYK inh
Cc1ccc(C)c(N2CCN(C(=O)c3cn(C)c4ccc(S(=O)(=O)N(C)C)cc4c3=O)CC2)c1	13%	5%	.	73%[activator]	5%	-7%
CC(=O)Nc1ccc(/C=C(\C#N)C(=O)NC2CCCCC2)cc1	-9%	1%	-27%	-15%	-14%	6%
CCOc1ccccc1NC(=O)N1CCC(NC(=O)c2ccccc2C)CC1	-17%	3%	-9%	1%	-5%	3%
O=C(O)CCCNS(=O)(=O)c1ccccc1	7%	7%	-16%	-3%	1%	5%
CCOC(=O)Nc1ccc2c(c1)N(C(=O)CCCl)c1ccccc1[S@]2=O	?	4%	-19%	-15%	14µM*	5%
CNC(=O)c1[nH]cnc1C(=O)N[C@@H](CCCCNC(=O)OC(C)(C)C)C(=O)OC(C)(C)C	-13%	1%	-17%	?	8%	0%
Cc1cc(C)n2nc(SCC(=O)N3CCc4ccccc43)nc2n1	3%	2%	11%	?	7%	-2%
O=S(=O)(Nc1ncccn1)c1ccc(Cl)cc1	9%	1%	1%	-23%	13%	3%
C#CCNC(=O)C1=C[C@H](C(C)(C)C)C[C@H](OCc2ccc(CO)cc2)O1	-8%	5%	?	?	?	1%
O=C(O)CCCC(=O)Nc1ccc(Br)cc1C(=O)O	0%	-6%	-16%	4%	-4%	-4%

4 successive compounds already listed, for reference:
SMILES	HCV inhibitor	LmPK inh	Pf growth 48h	Pf growth 96h	Sm TGR inh	Tb PYK inh
Cc1ccc(C)c(N2CCN(C(=O)c3cn(C)c4ccc(S(=O)(=O)N(C)C)cc4c3=O)CC2)c1	13%	5%	.	73%[activator]	5%	-7%
CC(=O)Nc1ccc(/C=C(\C#N)C(=O)NC2CCCCC2)cc1	-9%	1%	-27%	-15%	-14%	6%
CCOc1ccccc1NC(=O)N1CCC(NC(=O)c2ccccc2C)CC1	-17%	3%	-9%	1%	-5%	3%
O=C(O)CCCNS(=O)(=O)c1ccccc1	7%	7%	-16%	-3%	1%	5%

Back to the main list, starting 5 compounds before the break.
SMILES	HCV inhibitor	LmPK inh	Pf growth 48h	Pf growth 96h	Sm TGR inh	Tb PYK inh
CNC(=O)c1[nH]cnc1C(=O)N[C@@H](CCCCNC(=O)OC(C)(C)C)C(=O)OC(C)(C)C	-13%	1%	-17%	?	8%	0%
Cc1cc(C)n2nc(SCC(=O)N3CCc4ccccc43)nc2n1	3%	2%	11%	?	7%	-2%
O=S(=O)(Nc1ncccn1)c1ccc(Cl)cc1	9%	1%	1%	-23%	13%	3%
C#CCNC(=O)C1=C[C@H](C(C)(C)C)C[C@H](OCc2ccc(CO)cc2)O1	-8%	5%	?	?	?	1%
O=C(O)CCCC(=O)Nc1ccc(Br)cc1C(=O)O	0%	-6%	-16%	4%	-4%	-4%
CON1C(=O)C(=O)N(OC)C(C)(C)C1C (stereo unspecified)	14%	0%	-1%	45%[activator]	-7%	3%
CCCn1nc(NC(=O)C2CCCO2)c2cc3ccc(C)cc3nc21 (stereo unspecified)	?	1%	-19%	-1%	-4%	0%
CC(=O)Nc1ccc(S(=O)(=O)N2CCN(Cc3ccccn3)CC2)cc1	6%	-6%	-2%	.	2%	3%
CN1CCN(C2CCCCC2NS(=O)(=O)c2ccccc2)CC1 (stereo unspecified)	11%	-6%	2%	?	4%	1%
Cn1cc2cc(NC(N)=S)ccc2n1	-10%	5%	4%	-2%	-6%	2%
O=C(CCCCn1c(=O)c2ccccc2n(Cc2ccc(F)cc2Cl)c1=O)NCc1ccco1	-27%	4%	.	?	-21%	-6%
CN(/N=C/Cc1nnnn1-c1ccc(Cl)cc1)c1ccccc1	-13%	4%	?	?	4%	2%
COC1=CCC2([N+](=O)[O-])CN(CC(=O)O)CC1([N+](=O)[O-])C2 (stereo unspecified)	-1%	2%	14%	-19%	-1%	-2%
Nc1ccc(C(=O)n2c3ccccc3c3ccccc32)cc1	?	1%	-12%	2.3µM*	-2%	4%
CCOC(=O)c1sc(=S)n(CC)c1NC(=O)c1ccccc1C	-2%	0%	-12%	19%	3%	1%
O=C1CC(c2ccc(S(=O)(=O)NCc3ccccc3)cc2)CN1 (stereo unspecified)	13%	-4%	.	5%	8%	-2%
COCCCNC(=O)c1ccc(Cn2c(=O)c3ccccc3n(Cc3ccccc3C#N)c2=O)cc1	-4%	6%	.	-32%	-3%	1%
COc1ccc(/C=N/NC(=O)C(C)n2cnc3ccccc3c2=O)cc1 (stereo unspecified)	0%	2%	1%	?	5%	2%
COC(=O)c1ccc(-n2nnnc2SCc2ccccc2OC)cc1	?	1%	-7%	-5%	-19%	1%
CCOc1ccc(/C=N/NC(=O)c2ccccc2O)cc1CN1CC2CC(C1)c1cccc(=O)n1C2 (stereo unspecified)	2%	.	?	13µM*	-25%	2%
C/C(=N/N=C1/NC(=O)CC(C(=O)Nc2ccccc2)S1)c1cccs1 (stereo unspecified)	5%	4%	10µM*	9.3µM*	-4%	1%
COc1ccc(OC)c(CN2CCN(CCCc3ccccc3)C(CCO)C2)c1 (stereo unspecified)	-3%	-1%	-11%	?	-9%	2%
O=C(Nc1ccc(-c2csc(-c3ccccc3)n2)cc1)c1ccccc1Cl	?	2%	?	?	4%	-14%
C=CCc1cccc(/C=N/NC(=O)CNc2cccc3ccccc23)c1O	?	4%	30%[activator]	45%[activator]	-1%	-3%
Cn1c(=O)c(C(=O)COC(=O)c2cc(C(F)(F)F)nc3c(C(F)(F)F)cccc23)c(N)n(CC2CC2)c1=O	-4%[8.37 µM]	5%	6%	-20%	-3%	.
CCCn1c(N2CCN(CC(=O)c3c(C)n(C)c4ccc(OC)cc34)CC2)nc2c1c(=O)[nH]c(=O)n2C	-17%	1%	?	2.1µM*	-23%	-4%
COc1ccc(N(C)S(=O)(=O)c2ccc3c(c2)NC(=O)CC(=O)N3)c(OC)c1	14%	-13%	27%	?	-30%	4%
CC(C)c1nc(SCC(=O)c2ccccc2)c2c(=O)n(C)c(=O)n(C)c2n1	5%	-3%	8%	16%	-29%	3%
O=S(=O)(c1ccc(N2CCN(Cc3ccc4c(c3)OCO4)CC2)nc1)N1CCOCC1	.	3%	15%	?	14%	.
CN(C(=O)CSCC(=O)O)C1CCCCC1	14%	0%	-4%	38%[activator]	-6%	-7%
CCSc1ncnc2c(C#N)c3n(c12)CCCCC3	?	-3%	21%	12µM*	1%	-3%
COc1ccccc1CC(=O)Nc1ccc(S(=O)(=O)N2CC(C)CC(C)C2)cc1 (stereo unspecified)	-16%	.	?	?	-11%	-1%
CN(C)C(=O)Oc1cc(OC(=O)N(C)C)cc([C@@H](O)CNC(C)(C)C)c1	.	.	-2%[12.8 µM]	3%[12.8 µM]	.	-1%[33.2 µM]
COc1cccc(C2=NO[C@@H]3C(=O)N(Cc4ccccc4)C(=O)[C@H]23)c1OC	10%	8%	15%	-4%	50µM*	2%
CS(=O)(=O)c1ccc(C(=O)NCC2(N3CCCCC3)CCCCC2)cc1	3%	3%	11%	-9%	3%	-3%
CCN1C(=NCc2ccc(OC)cc2)N[C@@H](c2ccccc2)C(C(=O)OC)=C1C	-3%	-10%&1%	-28%&22%	?	-2%&-12%	-8%
CCN(CC)C(=O)CC(c1ccc(F)cc1)c1ccc(OC(C)C)cc1 (stereo unspecified)	-7%	4%	?	0%	-2%	.
Cc1ccc(S(=O)(=O)NCc2ccccc2)cc1C(=O)NC(C)c1ccc(S(N)(=O)=O)cc1 (stereo unspecified)	5%	.	?	-16%	0%	2%
Cc1ccc2c(CN3CC(C)CC(C)C3)cc(=O)oc2c1C (stereo unspecified)	?	4%	?	15µM*	2%	-2%
CCOc1ccc(NC(=O)CSc2nc3c(c(=O)n2-c2ccccc2OC)SCC3)cc1	?	6%	?	?	0%	2%
COc1ccc(S(=O)(=O)N(CC(=O)NCC2CCCO2)Cc2ccccc2)cc1 (stereo unspecified)	31%[activator]	-2%	-20%	17%	9%	0%
Cc1ccccc1NS(=O)(=O)c1cc(C(=O)NCCC2=CCCCC2)ccc1Cl	?	3%	?	?	-22%	2%
O=C(OCc1ccccc1)c1cnc(Cl)c(Cl)c1	-6%	-1%	14%	26%	1%	0%
O=C1N(c2ccccc2)CCN1c1ccccc1	5%	-11%	322%[activator]	10µM*	5%	-11%
Cc1c(C)c2ccc(OCC(=O)NCCCN3CCCC3=O)cc2oc1=O	-10%	1%	-8%	-8%	0%	1%

A few values from the results shown:
Reading for CCN(CC)C(=O)CC(c1ccc(F)cc1)c1ccc(OC(C)C)cc1 (stereo unspecified) in Pf growth 96h: 0%
Reading for CCOc1ccccc1NC(=O)N1CCC(NC(=O)c2ccccc2C)CC1 in HCV inhibitor: -17%

New compounds follow
SMILES	HCV inhibitor	LmPK inh	Pf growth 48h	Pf growth 96h	Sm TGR inh	Tb PYK inh
Cc1cccc2cc(CN(Cc3cccs3)C3(c4nnnn4C4CCCC4)CCCC3)c(=O)[nH]c12	15%	6%	12%	78%[activator]	-9%	4%
CN(C)S(=O)(=O)c1cccc(NC(=O)c2cnccn2)c1	.	-4%	11%	12%	.	.
O=C(CCNS(=O)(=O)c1ccc(Cl)cc1)N1CCN(c2ncccn2)CC1	4%	.	?	-2%	-8%	2%
CC(C)C(c1nnnn1CC1CCCO1)N1CCN(C2CCCC2)CC1 (stereo unspecified)	6%	1%	6%	13µM*	-24%	-11%
Cc1cccc(C(=O)NCCCNC(=O)c2ccccn2)c1	22%	-6%	1%	35%[activator]	11%	-5%
Cc1ccc(C)c2c(SC(C)C(=O)NCc3ccco3)nc(-c3ccccc3)nc12 (stereo unspecified)	15%	1%	31%[activator]	-30%	1%	2%
Cc1cc(NC(=O)CN2CCCCC2C)no1 (stereo unspecified)	3%	-3%	2%	24%	4%	-13%
CC1=CC(=O)C(C(C)C)=C/C1=N/OC(=O)c1cccc([N+](=O)[O-])c1	-5%	5%	.	?	45µM*	-10%
O=C1CCC/C1=C\c1ccccc1	20%	8%	0%	18%	45µM*	3%
COC(=O)C1=NN(C(C)=O)C2(CC(=O)N(c3cc(C)cc(C)c3)C2=O)C1 (stereo unspecified)	11%	0%	14%	35%[activator]	-7%	2%
O=C(O)c1ccc(N2CCCCC2)cc1	-1%	-10%	3%	?	3%	2%
O=C1C2C3c4ccccc4C(c4ccccc43)[C@@H]2C(=O)N1c1ccccn1 (stereo partly specified)	-25%	1%	-1%	-4%	11%	2%
Cc1n[nH]c(C)c1N1C(=O)c2cccc3cc(Br)cc(c23)C1=O	4.5µM*	-2%	9%	?	-4%	-7%
CCCCn1c(N)c(N(CC(C)C)C(=O)CSCc2c(C)noc2C)c(=O)[nH]c1=O	17%	.	-14%	?	6%	-3%
COc1ccc(C(=O)NNC(=O)CSc2nnc(COc3ccccc3OC)n2C)cc1	6%	4%	14%	?	12%	-5%

A draw from above in order of number of heavy atoms, lowest first.
SMILES	HCV inhibitor	LmPK inh	Pf growth 48h	Pf growth 96h	Sm TGR inh	Tb PYK inh
O=C(O)c1ccc(N2CCCCC2)cc1	-1%	-10%	3%	?	3%	2%
Cc1n[nH]c(C)c1N1C(=O)c2cccc3cc(Br)cc(c23)C1=O	4.5µM*	-2%	9%	?	-4%	-7%
CCCCn1c(N)c(N(CC(C)C)C(=O)CSCc2c(C)noc2C)c(=O)[nH]c1=O	17%	.	-14%	?	6%	-3%

From PubChem
